HePTP inhibitor – blocks human HePTP tyrosine phosphatase. recombinant HePTP phosphatase activity, OD absorbance. inhibition, % at 20 µM. 110,000 tested, 0.64% active; in the data active = inhibition above about 50%;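 note: plate controls were vehicle for no effect and reference inhibitor for full effect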
BAP1 block – human BAP1 deubiquitinase inhibition. 72,000 tested, 0.48% active. AID 436. recombinant BAP1, Ub-AMC hydrolysis fluorescence kinetic; hits give low values. Q92560. activity remaining (% of control), % at 20 µM;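 active = activity remaining at or below 50% of control, provided the compound also passes the data quality filters; inactive = the rest, including low values that fail the filters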;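 note: 100% = DMSO wells rate and 0% = substrate alone blank rate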
Target sequence (Q92560 whole entry, looked up): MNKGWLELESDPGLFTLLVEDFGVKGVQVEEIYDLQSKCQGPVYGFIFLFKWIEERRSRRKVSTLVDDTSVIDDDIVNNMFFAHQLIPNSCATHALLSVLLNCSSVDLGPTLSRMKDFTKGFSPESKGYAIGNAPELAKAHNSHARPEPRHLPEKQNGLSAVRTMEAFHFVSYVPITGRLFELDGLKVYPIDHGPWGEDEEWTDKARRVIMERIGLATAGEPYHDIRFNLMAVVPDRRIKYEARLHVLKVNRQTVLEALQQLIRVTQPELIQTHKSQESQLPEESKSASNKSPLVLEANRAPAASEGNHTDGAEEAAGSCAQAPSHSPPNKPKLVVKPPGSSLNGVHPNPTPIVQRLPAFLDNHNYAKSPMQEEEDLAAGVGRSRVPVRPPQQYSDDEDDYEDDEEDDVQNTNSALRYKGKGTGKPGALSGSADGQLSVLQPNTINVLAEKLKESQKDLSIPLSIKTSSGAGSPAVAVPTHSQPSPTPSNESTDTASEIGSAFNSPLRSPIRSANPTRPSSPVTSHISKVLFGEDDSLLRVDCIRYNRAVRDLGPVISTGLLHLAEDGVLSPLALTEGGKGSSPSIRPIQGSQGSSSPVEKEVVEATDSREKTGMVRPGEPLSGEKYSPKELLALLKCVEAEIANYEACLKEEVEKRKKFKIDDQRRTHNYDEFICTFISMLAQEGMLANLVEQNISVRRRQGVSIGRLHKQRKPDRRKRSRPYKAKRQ
* = called active by the depositor; / = not tested or not shown; & = joins results of further samples.

Values in the order – HePTP inhibitor | BAP1 block
- O=C(N/N=C/c1ccc(O)c(I)c1)c1cccc([N+](=O)[O-])c1
  6 | /
- Nc1ccc(-c2nc3cc(Cl)ccc3o2)c(Cl)c1
  3 | /
- O=C(Nc1ccccc1)/C(=C\c1ccco1)NC(=O)c1ccco1
  3 | /
- COc1cc(C2C3=C(CC(C)(C)CC3=O)OC3=C2C(=O)CC(C)(C)C3)ccc1OCc1ccccc1
  6 | /
- Cc1c(O)ccc(C(=O)CN2C(=O)c3ccccc3C2=O)c1O
  4 | 90
- CCCOc1ccc(N2C(=O)CC(N3CCN(c4ccccc4)CC3)C2=O)cc1 (stereo not given)
  -15 | /
- O=C(Cc1ccccc1)Nc1ccc2c(c1)OCCO2
  4 | /
- Cc1noc(C)c1S(=O)(=O)N1CCC(C(=O)Nc2ccccn2)CC1
  2 | 93
- COc1ccccc1C1/C(=C(\O)c2ccc(Cl)cc2)C(=O)C(=O)N1CCCCCC(=O)O (stereo not given)
  -1 | /
- CC1(C)CC(=O)C(C=NCC2CCN(C(=O)Nc3ccccc3)CC2)=C(O)C1
  8&-2 | 95
- CCOCCCn1c(=S)[nH]c2cc(C(=O)N3CCC(C(N)=O)CC3)ccc2c1=O
  -7 | 87
- COc1ccccc1CNS(=O)(=O)c1ccc(Cl)cc1
  -1 | /
- CCN(c1cccc(C(F)(F)F)c1)S(=O)(=O)c1ccc2c(c1)CCN2C(C)=O
  2 | 101
- COCCN(C(=O)Nc1ccc(OC)cc1OC)C1CCN(C(C)=O)CC1
  3 | 106
- COc1cccc(-n2c(SCC(=O)OC(C)C)nnc2-c2cccnc2)c1
  4 | 119
- CCN1C(=O)/C(=C\c2cc(Cl)ccc2OCc2ccc(F)cc2)SC1=S
  -16 | /
- O=C(O)CCN1C(=O)c2ccccc2C1=O
  0 | 70
- COc1cc2c(cc1NS(=O)(=O)c1ccc3ccccc3c1)oc1ccccc12
  4 | /
- CC(C)CC(=O)Nc1c2c(nn1-c1ccc(F)cc1)CSC2
  6 | 100
- Cc1ccccc1C(=O)N1CCN(Cc2ccccc2)CC1
  4 | /
- Cn1c(Cl)nc2c1c(=O)n(Cc1cccc(Br)c1)c(=O)n2C
  -3 | 54
- CCCN1CCC(NC(=O)Nc2ccc(OC)c(OC)c2)CC1
  2 | 98
- CCc1ccc(-c2nc(CN3CCC(C(=O)NCCc4ccc(OC)c(OC)c4)CC3)c(C)o2)cc1
  -4 | 124
- COC(=O)c1cc(OC)c(OC)cc1-n1cnc2cc(OC)c(OC)cc2c1=O
  7 | 85
- CC1CC(C)CN(C(=O)c2ccc(S(=O)(=O)N3CC(C)CC(C)C3)cc2)C1 (stereo not given)
  / | 112
- O=C(/C=C/c1cccc([N+](=O)[O-])c1)Nc1ccc(N2CCCCC2)cc1
  8 | /
- O=C(NCc1ccco1)c1cc(-c2ccc3c(c2)OCO3)on1
  3 | 71
- CCCC(C)NS(=O)(=O)c1cc(Cl)ccc1Cl (stereo not given)
  14 | /
- NS(=O)(=O)c1ccc(NC=C2C(=O)OC3(CCCCC3)OC2=O)cc1
  2 | 122
- Cc1ccc(C(=O)CC2(O)C(=O)N(C)c3ccccc32)o1 (stereo not given)
  6 | 98

Later entries
Values in the order – HePTP inhibitor | BAP1 block
- O=C(C1CCC1)N1CCc2cc(S(=O)(=O)NCC3COc4ccccc4O3)ccc21 (stereo not given)
  -5 | 68
- COc1ccc(CC(=O)c2ccc(C(=O)Cc3ccc(OC)c(OC)c3)cc2)cc1OC
  -5 | /
- COc1ccc(C)cc1-n1c(N)c(C#N)c(C#N)c1-c1ccc(OC)c(OC)c1OC
  11 | 95
- C#CCOc1nc(OCC#C)nc(OCC#C)n1
  5&-9 | 95
- O=[N+]([O-])c1ccc(C=Nc2ccc(Cl)cc2Cl)s1
  3 | /
- O=C(NC(=S)Nc1ccc(-c2nc3ccccc3[nH]2)cc1)c1ccco1
  3 | /
- CC(C)(C)C(=O)Nc1ccc(-c2nc3ccccc3o2)cc1
  -4 | /
- O=C(O)C1CC=CCC1C(=O)N1CCN(c2nc(-c3ccccc3)c3ccccc3n2)CC1 (stereo not given)
  6 | 118
- COc1cccc(N(CC(=O)Nc2cc(Cl)cc(Cl)c2)S(=O)(=O)c2ccccc2)c1
  5 | /
- COC(=O)c1ccccc1NC(=O)c1cnc2sccn2c1=O
  2 | 88
- O=S(=O)(c1ccc2ccccc2c1)N1CCN(S(=O)(=O)N2CCOCC2)CC1
  8 | 67
- Cc1cc(C(=O)CSc2nnc(-c3ccco3)o2)c(C)n1CC1COc2ccccc2O1 (stereo not given)
  -6 | /
- COc1ccc(NS(=O)(=O)c2ccc(NC(=S)NC(=O)C34CC5CC(CC(C5)C3)C4)cc2)nn1
  -4 | /
- Cc1cc(OCC(=O)Nn2cnnc2)ccc1Br
  4 | 150
- N#CC1=C(N)SC(N)=C(C#N)C1c1ccnc2ccccc12
  -3 | 71
- O=C(Nc1ccccc1OC(F)F)c1ccc(Br)o1
  -2 | 86
- O=C1C(=O)N(c2cccnc2)C(c2ccc(O)cc2)/C1=C(\O)c1ccc(Cl)cc1 (stereo not given)
  8 | /
- CCNc1sc(C(=O)c2cccs2)c(N)c1-c1nc2ccccc2s1
  10 | 62
- O=c1c2ccccc2[nH]c(=S)n1Cc1cccnc1
  -5 | 99
- CCCCC(=O)Nc1ccc(C(=O)OCCC)cc1
  -3 | /
- O=C(/C=C/c1ccc(OCc2ccccc2)cc1)c1ccc(F)cc1
  -7 | /
- CC12c3ccccc3C(c3ccccc31)C1C(=O)N(c3cccc([N+](=O)[O-])c3)C(=O)C12 (stereo not given)
  12 | /
- COc1cccc(NC(=O)CCN2CCN(C)CC2)c1
  -1 | 108
- Cc1onc(-c2ccccc2)c1C(=O)Nc1ccccc1F
  12 | /
- Cc1ccc(Sc2c(C)[nH]n(C(C)(C)C)c2=O)cc1
  8 | 66
- COC(=O)c1ccc(C(=O)OC)c(NC(=O)c2ccccc2OC)c1
  2 | /
- CCC(=O)Nc1cccc(NC(=O)c2ccc([N+](=O)[O-])cc2)c1
  6 | /
- O=C(NC(O)C(=O)c1ccccc1)c1cccs1 (stereo not given)
  4 | 103
- CC1=C(c2ccccc2)[N+](=O)C2(CCCC2)N1[O-]
  6 | 94
- O=C(NCc1ccc(F)cc1)c1cc2ccccn2n1
  / | 101

New compounds follow.
Values in the order – HePTP inhibitor | BAP1 block
- O=Cc1ccc(OCC(O)Cn2c3ccccc3c3ccccc32)cc1 (stereo not given)
  8 | /
- O=C(Nc1nc(-c2cccs2)cs1)c1ccc(Cl)s1
  -6 | 65
- COc1ccc(NC(=S)NC(NC(=O)CC(C)C)C(Cl)(Cl)Cl)cc1OC (stereo not given)
  7 | /
- CN(Cc1nc(-c2cccnc2)no1)S(=O)(=O)c1ccc2ccccc2c1
  12 | 54
- O=c1[nH]c(=S)n(-c2ccc(Cl)c(Cl)c2)c(O)c1/C=C1\C=CC=N1
  9 | /
- O=C(c1ccc(N2CCN(C(=O)c3cccs3)CC2)cc1)c1cccc(F)c1
  -18 | /
- Cc1nn(C(C)(C)C)c(OC(=O)C2CCCC2)c1S(=O)(=O)c1ccccc1
  0 | 130
- CC(C)Cn1c(N)c(C(=O)COC(=O)C2CCCCC2)c(=O)n(C)c1=O
  9 | 99
- CC1CCOC(c2cccc([N+](=O)[O-])c2)O1 (stereo not given)
  -7 | /
- COc1ccc(C2/C(=C(/O)c3ccccc3)C(=O)C(=O)N2c2cccc(OC)c2)cc1 (stereo not given)
  -2 | /
- Cc1ccc(C2c3c(n(C)c(=O)n(C)c3=O)N=C3c4ccccc4C(=O)C32)cc1Cl (stereo not given)
  -8 | /
- Cc1ccc(NC(=O)N(C)Cc2ccccc2)cc1
  / | 102
- Cc1ccc(NC(=O)C(C)Sc2ccc(Cl)cc2)c(C)c1 (stereo not given)
  11 | /
- CCN(CC)CCCN1C(=O)C(=O)/C(=C(/O)c2ccc3c(c2)CC(C)O3)C1c1ccncc1 (stereo not given)
  9 | 72
- COc1ccc(-c2nnc3n2N=C(c2cccc(Br)c2)CS3)cc1OC
  -2 | 55
- COc1ccc2nc(NC(=O)COc3ccc(Cl)cc3)sc2c1
  -5 | /
- CCOc1ccc(C(=O)N(Cc2ccc(N(C)C)cc2)C2CCS(=O)(=O)C2)cc1 (stereo not given)
  2 | 96
- Cc1cc(C)c(S(N)(=O)=O)c(C)c1-n1cnnn1
  0 | 109
- CCOC(=O)CC1Sc2ccccc2NC1=O (stereo not given)
  5 | 116
- COc1ccc(C2C(C(=O)O)CC(=O)N2C2CCCCC2)cc1 (stereo not given)
  8 | 106
- CC(=O)Nc1cccc(NC(=O)c2cc(-c3ccccc3)nc3ccccc23)c1
  2 | /
- COCc1c(C)cc(C)c(/C=N/O)c1C
  12 | 64
- CCOC(=O)N1CCN(S(=O)(=O)c2ccc(C)c(C)c2)CC1
  6 | 105
- COCCCn1c(-c2ccco2)nc2ccccc2c1=O
  8 | 115
- CC(=O)Oc1c(/C=C(\C#N)C(N)=O)[nH]c2ccccc12
  -2 | /
- O=P(O)(O)CP(=O)(O)O
  6 | 109
- Cc1ccc(C)c(OCC(O)CN2CCN(c3ccccc3)CC2)c1 (stereo not given)
  7 | /
- O=C(CN1CCOCC1)Nc1ccc(OCc2ccccc2)cc1
  0 | 96
- COC(=O)c1ccc(CSc2nnc3c(Cl)cc(Cl)cn23)o1
  14 | 98
- CCOC(=O)C1C(=O)N(C(=O)c2ccc(OC)cc2)CC1c1ccccc1 (stereo not given)
  5 | 88

Reprinted at random: three records from the list, in no set order.
Values in the order – HePTP inhibitor | BAP1 block
- Cc1ccc(C)c(OCC(O)CN2CCN(c3ccccc3)CC2)c1 (stereo not given)
  7 | /
- Cc1nn(C(C)(C)C)c(OC(=O)C2CCCC2)c1S(=O)(=O)c1ccccc1
  0 | 130
- O=Cc1ccc(OCC(O)Cn2c3ccccc3c3ccccc32)cc1 (stereo not given)
  8 | /

The results go on:
Values in the order – HePTP inhibitor | BAP1 block
- COC(=O)c1ccc(/C=C2/C(=O)NN(c3ccccc3)C2=O)cc1
  9 | /
- CC(=O)Nc1sc2c(c1C(c1cccs1)N1CCOCC1)CCCC2 (stereo not given)
  -3 | 86
- Nc1c(C(=O)Nc2ccc(Cl)cc2)oc2ccccc12
  -4 | 97
- c1csc(-c2ncc3ccccn23)c1
  8 | 69
- COc1ccccc1/C=C1\SC(=S)N(C(Cc2ccccc2)C(=O)O)C1=O (stereo not given)
  -3 | /
- O=C(CSCc1nc2ccccc2[nH]1)N1CCN(c2ccc(F)cc2)CC1
  11 | 101
- CN(/C(=N\S(=O)(=O)c1ccc(Cl)cc1)c1ccccc1)c1ccc(O)cc1
  3 | /
- COc1ccc(C2CC(C(F)(F)F)n3ncc(C(N)=O)c3N2)cc1 (stereo not given)
  -15 | 72
- COc1ccc(-c2csc(Nc3ccccc3)n2)cc1
  -4 | 55
- O=C(c1cccc(C(=O)N2CCCc3ccccc32)c1)N1CCCc2ccccc21
  4 | /
- Cc1ccc(CNC(=O)c2ccccc2NS(C)(=O)=O)cc1
  2 | 70
- CCOC(=O)Oc1ccc2c(=O)c(Oc3ccccc3Br)coc2c1
  -2 | /
- CC(NC(=O)c1cccs1)C(=O)NC1=NCCS1 (stereo not given)
  7 | 60
- COCCNC(=O)CN(C(=O)CCC(=O)Nc1nccs1)c1ccccc1OC
  2 | 81
- N[C@H](CCC(=O)NCS(=O)(=O)O)C(=O)O
  / | 96
- Clc1ccc(-c2nc3ccc(N=Cc4ccco4)cc3[nH]2)c(Cl)c1
  3 | /
- CCCCCOC(=O)C1=C(C)NC2=C(C(=O)CCC2)C1c1ccc(OC)c(Br)c1 (stereo not given)
  -9 | /
- COC(=O)c1ccccc1NC(=O)CSc1nc2ccc(N3C(=O)c4ccccc4C3=O)cc2s1
  2 | /
- Cc1ccc(C(=O)O)cc1NC(=O)C1CCCCC1C(=O)O (stereo not given)
  1 | /
- CN1c2ccccc2-c2nc3ccccc3n2C1c1ccccn1 (stereo not given)
  0 | /
- CCCCC1(O)CCCC1O (stereo not given)
  / | 161
- CC1(C)CC2CC(C)(CN2C(=O)C23CCC(C)(C(=O)O2)C3(C)C)C1 (stereo not given)
  2 | 93
- Cc1onc(-c2ccccc2Cl)c1C(=O)NCCn1c(C)cc2ccccc21
  10 | 103
- CCc1nc2ccccc2n1CC(=O)N(C(C)CC)C1CCS(=O)(=O)C1 (stereo not given)
  3 | /
- CSc1cccc(NC(=O)COc2ccccc2)c1
  2 | 90

Ordered by formula weight (high to low): 3 of the compounds above.
Values in the order – HePTP inhibitor | BAP1 block
- CN(/C(=N\S(=O)(=O)c1ccc(Cl)cc1)c1ccccc1)c1ccc(O)cc1
  3 | /
- O=C(CSCc1nc2ccccc2[nH]1)N1CCN(c2ccc(F)cc2)CC1
  11 | 101
- COC(=O)c1ccc(/C=C2/C(=O)NN(c3ccccc3)C2=O)cc1
  9 | /

Single records (already shown). Values in the order: HePTP inhibitor, BAP1 block
COc1ccc(-c2csc(Nc3ccccc3)n2)cc1 is listed with -4, 55
COc1ccccc1/C=C1\SC(=S)N(C(Cc2ccccc2)C(=O)O)C1=O (stereo not given) is listed with -3, /
CSc1cccc(NC(=O)COc2ccccc2)c1 is listed with 2, 90
c1csc(-c2ncc3ccccn23)c1 is listed with 8, 69
CC(NC(=O)c1cccs1)C(=O)NC1=NCCS1 (stereo not given) is listed with 7, 60
